Bioassay records (PubChem BioAssay)
SR-BI uptake up – activators of SR-BI mediated DiI-HDL uptake, primary screen, ldlA[mSR-BI] CHO cells, DiI fluorescence. 3 h; 100 = double the neutral-control signal. activation, % at 12.5 µM. actives 0.096% (n = 320,000). AID 504775, 2011;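 active = mean replicate activation of at least 60% and every replicate at or above 60%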;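 also: 0% = median plate neutral-control signal and 100% = twice that signal; values of inactives mirror those of a sister screen read the other way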
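system = CHO ldlA[mSR-BI] cells, LDL receptor-null, SR-BI overexpressing | medium = Ham's F12 with 0.5% BSA, HEPES 25 mM, pH 7.4 | probe or stimulus = DiI-HDL 10 µg/mL | compound dosing = single-point compound dose | incubation = compound exposure 3 h, 37 °C | technique = DiI fluorescence, bottom read | read-out = cell-associated DiI fluorescence as measure of HDL uptake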
Rtt109 HAT inh – inhibitors of C. albicans Rtt109/Vps75 HAT, primary screen, biochemical, ThioGlo CoA-SH fluorescence, plate reader. Histone acetyltransferase RTT109 (Candida albicans (strain SC5314 / ATCC MYA-2876)), …. inhibition, % at 34.9 µM. purified Rtt109/Vps75, 4 h. actives 0.16% (n = 330,000). AID 540336, 2011;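 active = inhibition of at least 50% in every replicate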
PvdQ inh – P. aeruginosa PvdQ acylase inhibitors, primary screen, biochemical, fluorescence, plate reader and imaging, single point | PvdQ acylase [Pseudomonas aeruginosa LESB58] | purified PvdQ acylase | inhibition, % at 10 µM | actives 0.063% (n = 340,000) | AID 488965, 2010; in the data active = inhibition above about 30%, passing the limit was not always enough;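 also: 0% = vehicle neutral wells and 100% = reference inhibitor wells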
MITF act – activators of MITF-driven TRPM1 promoter reporter, primary screen, cell-based, SK-MEL-5, luciferase, single point | SK-MEL-5 TRPM1-promoter luciferase, 24 h; % of positive control, neutral wells = 0 | activation, % at 12.5 µM | actives 0.75% (n = 300,000);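 active = mean activation of at least 80% with every replicate also reaching 80%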;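 also: 0% = neutral control wells and 100% = parthenolide positive control wells; values of inactives mirror those of a sister screen read the other way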
CAL PDZ FP-1 – CAL PDZ peptide-binding inhibitors, primary screen, biochemical, fluorescence polarization, Cer-tagged CAL PDZ, HTS. actives 0.02% (n = 330,000). AID 504414, 2011. purified CAL PDZ, TMR-peptide fluorescence polarization, 1 h. Golgi-associated PDZ and coiled-coil motif-containing protein (Homo sapiens), Q9HD26. inhibition, % at 20 µM;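 active = highest replicate inhibition of at least 40%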;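 also: plate controls were DMSO neutral control wells for no effect and unlabeled competitor peptide control wells for full effect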
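Material – purified CerCALP PDZ construct · Detection – FP readout, S and P plane fluorescence · Measure – percent inhibition from loss of millipolarization · Controls – unlabelled peptide for full inhibition, DMSO wells as neutral · Probe or stimulus – TMR-labelled reporter peptide T*-PRC34 bound in PDZ groove · Times – 1 h at RT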
PfHsp90 yeast 2 – growth inhibition of PfHsp90-expressing yeast, primary screen, antimalarial PfHsp90 inhibitor project, S. cerevisiae, BacTiter-Glo luminescence, single point, set 2 | BacTiter-Glo ATP, 48 h; yeast lacking PDR1 and PDR3 efflux regulators | inhibition, % at 9.4 µM | actives 0.32% (n = 310,000) | AID 504621, 2011;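 active = every replicate shows inhibition above about 80%, whatever the replicate mean, limit read from the data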;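 also: 0% = DMSO neutral controls and 100% = 20 µM radicicol positive controls; yeast relying on Plasmodium falciparum Hsp90 in place of its own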
dFosB act – activators of delta FosB homodimer, primary screen, biochemical, fluorescence polarization, TAMRA-CDK5 oligo, single point. Protein FosB (Mus musculus), P13346. purified delta FosB; percent of positive-control signal above neutral wells. activation, % at 25 µM. actives 0.99% (n = 340,000). AID 493131, 2011;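 active = mean activation above about 17%, with every replicate also reaching it, limit read from the data, passing the limit was not always enough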;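 also: fluorescence polarization rise as delta FosB binds a TAMRA Cdk5 AP-1 oligo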
Target sequence (P13346 whole entry, looked up): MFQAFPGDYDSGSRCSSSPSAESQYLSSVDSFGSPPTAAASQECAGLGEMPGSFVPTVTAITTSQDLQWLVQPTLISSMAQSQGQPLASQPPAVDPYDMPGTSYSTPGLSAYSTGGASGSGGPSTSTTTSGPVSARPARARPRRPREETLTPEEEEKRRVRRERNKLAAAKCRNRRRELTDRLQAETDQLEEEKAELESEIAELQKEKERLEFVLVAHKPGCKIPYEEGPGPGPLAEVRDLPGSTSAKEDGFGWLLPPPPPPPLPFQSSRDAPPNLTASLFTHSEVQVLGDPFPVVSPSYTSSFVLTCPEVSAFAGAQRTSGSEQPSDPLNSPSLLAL
NSD2 inh – NSD2 histone methyltransferase inhibitors, primary screen, biochemical, AlphaScreen, single concentration, set 2; actives 0.54% (n = 310,000); inhibition, % at 12.5 µM; NSD2 peptide methylation, 120 min; AID 743445, 2014; in the data active = inhibition above about 50%
SR-BI DiI inh – inhibitors of SR-BI mediated HDL lipid uptake, primary screen, ldlA[mSR-BI] cells, fluorescence, single point; Scavenger receptor class B member 1 (Mus musculus), Q61009; ldlA[mSR-BI] CHO cells, DiI-HDL uptake fluorescence, 3 h; inhibition, % at 12.5 µM; actives 0.96% (n = 320,000); AID 488896, 2010;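 active = mean replicate inhibition of at least 70% and a set share of replicates each scoring 70 or more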;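 also: 0% = median of neutral control wells and 100% = median of positive control wells; values of inactives mirror those of a sister screen read the other way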
Target sequence (Q61009 whole entry, looked up): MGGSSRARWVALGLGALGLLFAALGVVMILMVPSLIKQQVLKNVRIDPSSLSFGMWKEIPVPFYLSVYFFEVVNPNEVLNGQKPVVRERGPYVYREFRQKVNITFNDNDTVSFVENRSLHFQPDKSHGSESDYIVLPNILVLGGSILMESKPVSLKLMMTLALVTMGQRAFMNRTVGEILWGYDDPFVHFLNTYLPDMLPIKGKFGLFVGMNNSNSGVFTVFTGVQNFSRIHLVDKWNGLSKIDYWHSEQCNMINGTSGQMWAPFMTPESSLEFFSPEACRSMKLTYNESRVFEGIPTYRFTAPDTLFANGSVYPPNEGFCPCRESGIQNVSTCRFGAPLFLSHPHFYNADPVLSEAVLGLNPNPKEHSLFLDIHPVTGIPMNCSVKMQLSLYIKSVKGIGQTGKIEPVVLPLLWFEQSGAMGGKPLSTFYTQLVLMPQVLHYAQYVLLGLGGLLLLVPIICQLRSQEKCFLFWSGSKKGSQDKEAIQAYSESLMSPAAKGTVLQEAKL
CAL PDZ FP-2 – untagged CAL PDZ binding inhibitors, primary screen, biochemical, fluorescence polarization, HTS. Golgi-associated PDZ and coiled-coil motif-containing protein (Homo sapiens), Q9HD26. purified CAL PDZ, TMR-peptide fluorescence polarization, 1 h. inhibition, % at 24.9 µM. actives 0.92% (n = 300,000). AID 602252, 2012;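 active = mean inhibition of at least 30% with at least half of replicates also reaching 30%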;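 also: 0% = DMSO neutral control and 100% = excess unlabeled competitor peptide PRC23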
The depositor's hits bear a star; x = no result given.

SMILES	SR-BI uptake up	Rtt109 HAT inh	PvdQ inh	MITF act	CAL PDZ FP-1	PfHsp90 yeast 2	dFosB act	NSD2 inh	SR-BI DiI inh	CAL PDZ FP-2
CN(C)CCCn1c2c(c(SCC(=O)Nc3cccc4ccccc34)nc1=O)CCC2	6.4	4.4	-6.9	4.2	-2.2	-5.4	-9.3	6.0	-6.4	-2.0
CCN(CC)S(=O)(=O)N1CCC(C(=O)NC(C)CCc2ccccc2)CC1 (configuration not stated)	-29.2	-0.6	9.5	-13.1	0.4	-5.3	6.3	-1.8	29.2	-2.6
COc1nc(C)nc2c1ccc1ccccc12	-23.8	1.3	-13.5	26.0	-0.1	8.1	-16.9	-3.4	23.8	0.7
CN(CC/C=C1/c2ccccc2CSc2ccccc21)CCCO	3.7	6.0	-8.8	28.7	-1.0	9.8	-0.9	6.2	-3.7	0.2
Cc1ccc(S(=O)(=O)N2CC(C(=O)O)=CC[C@H]2c2ccc3c(c2)OCO3)cc1	11.9	-2.7	-5.3	-11.0	-0.5	6.1	-4.7	x	-11.9	-0.4
O=C(O)Cc1sc(-c2ccccc2)nc1-c1ccccc1	10.1	9.1	8.5	x	0.3	x	-6.7	3.0	-10.1	-2.4
O=c1c2ccccc2n2c(-c3ccc(F)cc3)nnc2n1Cc1ccccc1	3.6	6.2	-14.8	-7.8	-1.1	8.9	0.7	-1.8	-3.6	-2.7
Cc1ccc(CNc2cc(-c3nn4c(C)nnc4s3)ccc2C)s1	-27.1	-10.8	-14.1	-12.2	-2.8	-187.8	-11.2	-1.9	27.1	-44.4
COc1cc2c(cc1OC)CN(C(=O)C1CCN(S(=O)(=O)c3ccccc3F)CC1)CC2	4.6	19.9	3.7	15.7	-2.9	5.7	-3.1	-0.7	-4.6	-3.9
CC(C)C[C@H](NC(=O)c1[nH]cnc1C(=O)Nc1ccc(CNC(=O)OC(C)(C)C)cc1)C(=O)OC(C)(C)C	4.1	-2.6	-11.6	-9.9	0.4	0.7	-11.6	x	-4.1	-2.5
CC(C)c1ccc(/C=c2\sc3nc(-c4ccncc4)nn3c2=O)cc1	14.7	1.6	-6.6	5.5	-1.6	16.2	0.8	-2.3	-14.7	-1.4
O=c1c(C=NCCCn2ccnc2)c(-c2ccccc2)[nH]n1-c1nc2ccccc2s1	15.2	18.7	10.7	4.6	-4.4	9.6	-20.0	7.0	-15.2	-2.1
O=C(NCc1cc(C(F)(F)F)cc(C(F)(F)F)c1)C1CC(c2cccc([N+](=O)[O-])c2)=NO1 (configuration not stated)	-20.0	-18.5	-12.6	7.5	0.7	30.9	-7.1	x	20.0	-3.6
O=C(O)c1cc2c(ccc3ccccc32)oc1=O	31.1	-474.7	-19.1	5.6	-0.8	-9.3	-0.8	0.3	-31.1	1.4
CCOC(=O)C1=C(c2ccccc2)NC(=O)NC1c1cc(OCC)c(O)c([N+](=O)[O-])c1 (configuration not stated)	13.3	2.7	0.5	x	-0.5	3.8	1.5	3.5	-13.3	-1.8
CCN1CCN(Cc2ccc(OCc3ccccc3)cc2)CC1	33.4	-7.4	-5.7	47.2	-1.7	-50.4	0.6	8.7	-33.4	x
CCOCC(=O)Nc1ccc(S(=O)(=O)NCCc2ccccc2)cc1	1.4	0.3	-23.1	-8.8	x	-3.1	-4.8	-0.6	-1.4	-2.6
CCOc1ccc(NC2=NC(C(=O)NCc3ccccc3)CC(=O)N2)cc1 (configuration not stated)	x	1.6	-14.2	0.0	-1.8	0.2	3.9	-2.1	x	-1.1
Cc1ccc(NC(=O)/C=C\C(=O)NCC(=O)O)cc1	7.9	-12.9	-13.1	2.6	-1.8	-12.3	-0.4	0.1	-7.9	-1.0
O=C(Nc1ccc(Cl)cc1)C(Cl)C(=O)c1ccccc1 (configuration not stated)	12.2	0.2	9.8	24.8	5.3	70.5	-3.0	-6.9	-12.2	-5.6
CCOc1ccc(CCNC(=O)COC(=O)c2nn(C)c(=O)c3ccccc23)cc1OCC	25.7	6.0	4.5	13.6	0.4	23.6	-3.4	1.4	-25.7	0.2
COc1ccc(N/C(=N/c2nc(C)cc(C)n2)NC(=O)c2ccccc2)cc1	-9.0	-9.8	-8.4	-0.7	0.0	-2.8	1.0	-2.1	9.0	-2.1
O=C(CSc1ncn(-c2ccccc2)n1)Nc1nncs1	21.2	7.3	-2.2	-4.6	-2.2	-4.2	-1.6	1.4	-21.2	-2.5
O=C(COC(=O)c1ccccc1Cl)NC(=O)NCc1ccccc1	14.0	1.7	-11.2	-7.8	-1.3	-3.5	-4.8	-2.7	-14.0	-8.0
CCOc1cc(C)nc(N2CCN(C3CCCCC3)CC2)n1	32.6	-1.6	-0.3	-2.7	-2.9	5.0	-15.4	5.9	-32.6	-0.7
Cc1ccc(/C(O)=C2\C(=O)C(=O)N(c3cc(C)on3)C2c2cccc(Cl)c2)cc1 (configuration not stated)	34.1	15.6	-8.2	-2.0	-1.7	-11.2	-1.1	4.7	-34.1	-2.7
COCCCNC(=O)c1ccc(CS(=O)(=O)c2cccc(C(F)(F)F)c2)o1	6.8	-2.0	-8.9	-1.1	-7.4	-15.0	-8.3	-2.9	-6.8	-2.8
O=C(COC(=O)c1ccc2c(=O)n3c(nc2c1)CCC3)Nc1ccc(OC(F)F)cc1	-5.4	-5.3	-6.9	1.6	-1.9	60.0	-19.4	-2.3	5.4	x
Cc1nc2c3cnn(-c4ccccc4)c3ncn2n1	-10.6	-31.5	-16.0	13.2	-1.5	32.9	-16.3	1.0	10.6	-5.1
Cc1ccc(NC(=O)C2CCN(S(C)(=O)=O)CC2)cc1C	9.5	3.4	-9.0	-4.9	-1.5	-4.1	-3.0	-1.8	-9.5	-2.0
Cc1cccc(NC(=S)N(CCCN(C)C)Cc2cc3cc4c(cc3[nH]c2=O)OCO4)c1	-23.0	0.9	22.2	8.6	x	22.0	14.2	6.6	23.0	-7.4
O=C(Nc1ccccc1N1CCOCC1)C1CCCO1 (configuration not stated)	5.7	4.2	-11.4	-2.1	-1.1	4.2	-2.7	-1.7	-5.7	-6.8
O=C(c1cccc(S(=O)(=O)N2CCOCC2)c1)N1CCC(Cc2ccccc2)CC1	-8.9	17.5	8.9	-12.5	-0.4	53.3	-6.4	5.6	8.9	-3.9
O=C(CCS(=O)(=O)c1ccc(Br)cc1)Nc1ccc(Br)cc1F	35.3	-0.5	-13.2	5.2	0.3	8.8	-0.6	-1.4	-35.3	-2.6
COCCNC(=O)c1cc(-c2ccccc2C)n(CC2CC(c3cccc([N+](=O)[O-])c3)=NO2)n1 (configuration not stated)	16.4	1.2	7.3	-3.0	0.8	-32.6	-3.2	x	-16.4	3.1
Cc1cc(=O)oc2c(C)c(OCC(=O)NCCc3ccc(S(N)(=O)=O)cc3)ccc12	-8.8	-4.6	-7.3	9.8	-1.4	13.4	-1.8	25.7	8.8	-1.8
O=C(NC1CCCCC1)C(c1ccccn1)N(C(=O)c1csnn1)C1CCCCC1 (configuration not stated)	11.1	9.8	8.8	2.8	-0.8	-14.4	-6.2	-1.0	-11.1	-0.1
CCN1CCN(c2ccc(S(=O)(=O)N3CCCCC3)cc2NC(=O)COc2ccc(Cl)c(C)c2)CC1	0.2	4.0	3.9	12.6	-2.5	6.4	7.0	-0.8	-0.2	-4.2
CCOc1cc(C(=O)N(CC)CC(=O)Nc2c(F)cccc2F)ccc1OCC(=O)N1CCOCC1	6.1	-3.9	-8.0	-0.6	-2.7	x	-10.1	x	-6.1	1.7
Cc1nc(C(=O)NNC(=O)c2cccc(Cl)c2)c(C(F)(F)F)o1	-2.7	-0.6	-13.7	x	0.3	12.4	-2.3	-0.5	2.7	-2.9
CC(=O)NS(=O)(=O)c1ccc(N=c2ssc3c2-c2cc(C)ccc2NC3(C)C)cc1	-2.2	5.2	-8.0	-4.7	-0.8	0.7	-4.9	-10.9	2.2	0.8
O=[N+]([O-])c1ccc(S(=O)(=O)N/N=C/c2ccco2)cc1	43.0	x	-1.1	12.0	-2.1	3.3	-3.3	-2.1	-43.0	-3.3

In another format: results already given.
CCOCC(=O)Nc1ccc(S(=O)(=O)NCCc2ccccc2)cc1
  SR-BI uptake up: 1.4 | Rtt109 HAT inh: 0.3 | PvdQ inh: -23.1 | MITF act: -8.8 | CAL PDZ FP-1: x | PfHsp90 yeast 2: -3.1 | dFosB act: -4.8 | NSD2 inh: -0.6 | SR-BI DiI inh: -1.4 | CAL PDZ FP-2: -2.6

CCOc1ccc(NC2=NC(C(=O)NCc3ccccc3)CC(=O)N2)cc1 (configuration not stated)
  SR-BI uptake up: x | Rtt109 HAT inh: 1.6 | PvdQ inh: -14.2 | MITF act: 0.0 | CAL PDZ FP-1: -1.8 | PfHsp90 yeast 2: 0.2 | dFosB act: 3.9 | NSD2 inh: -2.1 | SR-BI DiI inh: x | CAL PDZ FP-2: -1.1
